Sm TGR inh – inhibitors of Schistosoma mansoni thioredoxin glutathione reductase | Q962Y6 | purified TGR, DTNB reduction, TNB absorbance 405 nm | Potency, µM (highest dose often 114 µM), without a hit: at the top dose activity change, negative = inhibition, hits mostly inhibitors | 3% of 360,000 active | AID 485364; note: potency is the fitted concentration of half-maximal effect; nearly all actives have a fitted effect of over 60% in size
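First, TGR (20 nM dispensed) and NADPH were mixed with compound. Second, a 15 min room-temperature incubation followed. Third, further NADPH and then DTNB were added to start the reaction. Finally, TNB absorbance was monitored kinetically.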
AMA1 RON2 block – AMA1-RON2 (P. falciparum) interaction inhibition; Potency, µM (top dose mostly 58.2 µM), for the others: at the highest dose activity change, negative = inhibition, most hits filed as inhibitors; AlphaScreen AMA1-biotinylated RON2 peptide binding; AID 720542; 0.2% of 360,000 active;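 note: potency is the fitted concentration of half-maximal effect; 0% = vehicle wells and -100% = peptide control; nearly all actives have a fitted effect of over 45% in size; some results filed as inactive show a strong effect at the top dose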
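AMA1 (3D7) with his tag at 25 nM final met compounds first, then biotinylated RON2 peptide at 25 nM; detection used donor plus acceptor beads, 10 µg/mL apiece, read by AlphaScreen after 30 min at room temperature.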
AmpC inh detg – AmpC beta-lactamase inhibition with detergent present. AmpC hydrolysis of nitrocefin, absorbance 480 nm, 0.01% Triton. AID 485294. 0.041% of 370,000 active. Potency, µM (series often up to 114 µM), for inactives: top-dose activity change, negative = inhibition, hits mostly inhibitors. P00811;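 note: potency is the fitted concentration of half-maximal effect; 0% = no-compound wells and -100% = no-enzyme wells; nearly all actives have a fitted effect of over 25% in size; some results filed as inactive show a strong effect at the top dose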
Target sequence (P00811 whole entry, looked up): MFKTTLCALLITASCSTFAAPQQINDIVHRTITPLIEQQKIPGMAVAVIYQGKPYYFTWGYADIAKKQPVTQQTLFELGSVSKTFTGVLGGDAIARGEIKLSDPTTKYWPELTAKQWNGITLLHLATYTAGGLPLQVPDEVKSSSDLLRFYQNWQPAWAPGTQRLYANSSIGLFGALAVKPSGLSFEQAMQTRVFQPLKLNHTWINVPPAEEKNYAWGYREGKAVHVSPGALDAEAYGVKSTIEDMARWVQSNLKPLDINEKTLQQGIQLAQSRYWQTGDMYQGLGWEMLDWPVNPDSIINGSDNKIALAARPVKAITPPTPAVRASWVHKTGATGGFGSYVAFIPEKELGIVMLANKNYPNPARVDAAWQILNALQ
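AmpC (5.3 nM in the dispensed reagent) in 20 mM phosphate pH 7.0 with 0.01% (detergent screen) or 0.0001% Triton X-100 was preincubated with compounds for 15 min at room temperature. Nitrocefin was then added from an 800 uM solution, and hydrolysis was followed at 480 nm.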
Giardia FBPA inh – Giardia lamblia aldolase inhibition. A8B2U2. purified Giardia FBPA. Potency, µM (doses to about 59.6 µM), for the others: top-dose activity, negative = inhibition, usual class: inhibitors. 0.71% of 290,000 active. AID 2451; note: potency is the fitted concentration of half-maximal effect; nearly all actives have a fitted effect of over 55% in size
Target sequence (A8B2U2 whole entry, looked up): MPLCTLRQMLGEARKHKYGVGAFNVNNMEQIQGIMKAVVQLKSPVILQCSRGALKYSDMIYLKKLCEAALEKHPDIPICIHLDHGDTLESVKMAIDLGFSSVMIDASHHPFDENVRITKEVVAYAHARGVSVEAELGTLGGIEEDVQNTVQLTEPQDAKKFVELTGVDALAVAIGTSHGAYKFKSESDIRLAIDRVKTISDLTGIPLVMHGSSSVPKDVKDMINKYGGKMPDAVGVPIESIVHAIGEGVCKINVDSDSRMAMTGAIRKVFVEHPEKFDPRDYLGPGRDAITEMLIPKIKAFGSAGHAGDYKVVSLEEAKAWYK
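40 nM FBPA preincubated 10 min at RT with compound (up to 57.5 uM final), then substrate plus GAPDH/TPI/NAD/arsenate coupling and diaphorase/resazurin added. Fluorescence read after 20 min at RT, 525/598 nm.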
AmpC inh no detg – blocks E. coli AmpC beta-lactamase in detergent-free assay; P00811; AmpC nitrocefin hydrolysis, absorbance 480 nm, 0.0001% Triton; Potency, µM (titrated, usually from 57.1 µM), without a hit: at the highest dose activity change, negative = inhibition, most hits filed as inhibitors; 0.52% of 330,000 active;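 note: potency is the fitted concentration of half-maximal effect; plate controls were no compound for no effect and no enzyme for full effect; nearly all actives have a fitted effect of over 20% in size; some results filed as inactive show a strong effect at the top dose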
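20 mM phosphate pH 7.0 + 0.01% (detergent screen) or 0.0001% Triton X-100; 5.3 nM AmpC reagent; cpd preinc 15 min RT; nitrocefin (800 uM stock) to start; A480 q20 s × 4 min; Activity was normalised to no-enzyme and no-compound control wells.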
HCMV antiviral – inhibitors of human cytomegalovirus | HFF cells, HCMV-luciferase reporter, 72 h; hits give low values | activity change, negative = inhibition, % at 57.5 µM | 4.5% of 410,000 active | AID 1259415; in the data active = activity change below about -60%; inconclusive = no clear call, values can overlap the other calls; inactive = above about -39%
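Two compound doses tested in HFFs infected with HCMV-luciferase, MOI 1 PFU/cell, 72 h at 37C. Lysate luminescence read with OneGlo; data normalized against buffer-only and 10uM Salinomycin inhibitor controls.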
Active calls of the source: *; ? = inconclusive; · = not tested or not shown; & = joins results of further samples; [ ] = dose if it differs, or a comment. Unless noted, calls come from the whole dose curve; as a rule, active = well fitted curve in the direction sought with a large enough effect; inconclusive = small, poorly fitted or top-dose-only effect, or another doubt; inactive = no such curve, though single readings can be large; an effect the other way counts as inactive or inconclusive. Unless noted, % is set by controls: 0 for no effect and ±100 for the full control effect.

The opening 3 compounds, to show the layout:
Values run as follows: Sm TGR inh	AMA1 RON2 block	AmpC inh detg	Giardia FBPA inh	AmpC inh no detg	HCMV antiviral
CC(=O)N1CC(C)Oc2ccc(S(=O)(=O)NC(CC(=O)O)c3ccccc3C)cc21 (centres undefined)
  2.9%	-2.2%	0.8%	8.9%	-13.5%	0.0
CCCC(=O)Nc1ccc(N2CCN(CC)CC2)c(Cl)c1
  5.6%	20.6%	-0.1%	-5.1%	-9.5%	20.6
O=C(NNC(=S)Nc1ccc(Cl)cc1)c1ccccc1
  0.3%	148.1%[activator]	-12.5%	·	-19.3%	40.4

Main list, previewed entries included:
Values run as follows: Sm TGR inh	AMA1 RON2 block	AmpC inh detg	Giardia FBPA inh	AmpC inh no detg	HCMV antiviral
CC(=O)N1CC(C)Oc2ccc(S(=O)(=O)NC(CC(=O)O)c3ccccc3C)cc21 (centres undefined)
  2.9%	-2.2%	0.8%	8.9%	-13.5%	0.0
CCCC(=O)Nc1ccc(N2CCN(CC)CC2)c(Cl)c1
  5.6%	20.6%	-0.1%	-5.1%	-9.5%	20.6
O=C(NNC(=S)Nc1ccc(Cl)cc1)c1ccccc1
  0.3%	148.1%[activator]	-12.5%	·	-19.3%	40.4
c1ccc(NCc2nnc3n2CCCCC3)cc1
  0.0%	-5.7%	-0.9%	-0.4%	-11.5%	40.5
COc1ccc(NC(=O)C(OC(=O)c2ccc([N+](=O)[O-])o2)c2ccccc2)cc1Cl (centres undefined)
  -12.1%	-13.9%	-5.1%	-27.8%	-23.2%	28.1
O=C(CCN1C(=O)/C(=C/c2ccccc2Cl)SC1=S)NNC(=O)c1cccnc1
  4.6%	91.0%[activator]	3.8%	11.0%	-1.7%	25.8
COc1ccc(NC(=O)N2CCC(n3nnc4cc(C)ccc43)CC2)cc1
  -5.1%	11.6%	8.3%	0.7%	-15.7%	-12.1
Cn1c(SCc2ccccc2C#N)nnc1-c1ccncc1
  -32.9%	-3.3%	-16.4%	4.3%	-6.1%	-15.8
COC(=O)C(Cc1ccccc1)NC(=O)CSc1nc(C)cc(=O)[nH]1 (centres undefined)
  -3.0%	9.4%	?	-2.1%	-14.1%	20.4
CC(=O)NCCC(=O)N1CCc2c([nH]c3ccccc23)C1c1cccc(C)c1 (centres undefined)
  -5.1%[57.1 µM]	-3.9%	-0.7%	-0.8%	143.1%[activator]	89.1
COc1ccc(-c2coc3cc(OC)cc(O)c3c2=O)cc1
  7.3%	-1.0%	-7.0%	·	-13.8%	90.9
Cc1cc(C)nc(SCc2ccc(C(=O)NN=C3CCCC3)cc2)n1
  -1.9%	25.5%	6.0%	-3.8%	-33.7%	48.0
Cc1ccc(N2CC(C(=O)Nc3cccnc3)CC2=O)cc1C (centres undefined)
  -5.3%	2.8%	-10.0%	-4.9%	-11.8%	-18.1
CCc1nc2sc3c(Cl)ncnc3c2c2c1CCCC2
  -9.2%	-24.1%	0.8%	2.0%	-7.9%	·
O=c1cnn(-c2ccccc2)c(-c2ccccc2)c1
  2.9%	15.3%	-7.8%	2.9%	-7.1%	-19.0
Cc1ccc(C2=NS(=O)(=O)N(C)C(C(=O)NC3CCCC3)=C2)cc1
  0.6%	5.3%	-14.8%	-9.0%	-2.0%	-14.8
CC(C)(C)OC(=O)C[C@@H]1C/C=C\C[C@H](CC(=O)N[C@H](CO)Cc2ccccc2)C(=O)N2CCC[C@H]2COC1=O
  ·	14.5%	·	·	227.8%[activator]	13.5
Cc1ccc(Cl)cc1NC(=O)CCCN1C(=O)CCn2nc(-c3cn(C)c4ccccc34)cc21
  -5.3%	·	-1.1%	·	·	-2.6
COc1ccc(NC(=O)CN2C(=O)NC3(CCCC3)C2=O)cc1
  -4.7%	0.0%	-0.3%	0.1%	-0.6%	6.1
CCN1CCN(C(=O)c2c(-c3ccccc3)noc2C)CC1
  5.1%	-1.1%	4.5%	-5.4%	-11.3%	-18.4
CCOC(=O)c1c(C)n(C)c2ccc(O)c(CN(CC)CC)c12
  -24.5%	-7.8%	2.2%	-14.0%	-3.4%	-13.8
CC(CN1CCCC1)OC(=O)c1cccc(F)c1 (centres undefined)
  ?	2.8%	-6.1%	17.8µM*	-4.6%	78.0
C=CCNc1nc(S(=O)Cc2ccc(C)cc2)nc2c1CCCC2 (centres undefined)
  ?	-12.2%	-11.2%	0.9%	-17.2%	-98.3*
Cc1nn(Cc2ccccc2)c(Cl)c1C(=O)NCc1ccco1
  -9.3%	1.0%	-10.4%	3.8%	102.0%[activator]	21.3
COc1cc(OC)cc(-c2nc3nc(C)c(CCC(=O)Nc4ccc(C)cc4)c(C)n3n2)c1
  -1.3%	·	17.4%	·	·	22.9
CC(=O)Oc1ccc2c(=O)c(Oc3ccccc3)coc2c1OC(C)=O
  ?	30.2%[activator]	-4.6%	?	-25.8%	29.4
O=C(CN1C(=O)C2C3CCC(C3)C2C1=O)OCC(=O)c1ccccc1 (centres undefined)
  -14.3%	-12.7%	?	·	-1.9%	70.0
COc1ccc(CCCC(=O)NC2CCCCC2)cc1
  11.6%	-3.8%	-9.8%	3.5%	-9.2%	27.4
Cc1nn(C(=O)CNC(=O)c2ccccc2)c(C)c1C
  -4.5%	7.3%	-6.1%	7.1%	-4.9%	-16.8
O=C(c1ccc2c(=O)n(C3CCCC3)c(=S)[nH]c2c1)N1CCCCCC1
  -1.8%	36.5%[activator]	-5.6%	17.7µM*	-31.7%	?
O=C(NCCC1CCCCN1S(=O)(=O)c1cccs1)C(=O)Nc1ccccc1 (centres undefined)
  -0.1%	-0.1%	-0.7%	·	-32.8%	-6.6
COc1ccc(C(CNC(=O)c2cncc(Br)c2)N(C)C)cc1 (centres undefined)
  1.4%	-1.6%	4.2%	3.4%	-15.1%	-39.3
Nc1ncnc(NC2CCS(=O)(=O)C2)c1[N+](=O)[O-] (centres undefined)
  10.4%	-8.4%	5.3%	1.1%	-14.3%	-24.0
CN(C)c1ccc(/C=C/c2nc3ccccc3c(=O)n2CCO)cc1
  6.5%	1.6%	-3.1%	0.4%	-21.3%	61.3
Cc1csc(NC(=O)c2c(-c3c(F)cccc3Cl)noc2C)n1
  -6.7%	14.5%	-15.6%	·	-22.6%	-38.8
CS(=O)(=O)N1CCC(C(=O)NCCC2=CCCCC2)CC1
  -3.4%	-9.4%	10.9%	0.7%	6.3%	-8.6
Cc1cc(N2CCN(C3CCCCC3)CC2)n2nc(C)nc2n1
  -14.5%	8.6%	0.2%	8.0%	-25.7%	15.1
O=C(Nc1nc2c(Br)cccc2s1)C1CC1
  0.0%	1.3%	?	-9.2%	-23.9%	·
CCc1ccc(N(CC(=O)NC2CCCCC2)C(=O)CNC(=O)c2ccco2)cc1
  -10.6%	-10.2%	-4.6%	5.9%	-2.7%	-31.5
O=C(NC1CC(=O)N(c2ccc3c(c2)OCCO3)C1)c1c(F)cccc1Cl (centres undefined)
  -5.2%	·	-4.3%	·	·	-9.6
CN(C)c1ccc(C(CNC(=O)c2ccccc2Br)c2c[nH]c3ccccc23)cc1 (centres undefined)
  -7.8%	-14.6%	-1.7%	-5.2%	-41.1%	-4.6
CCOC(=O)NC1C=CS(=O)(=O)C1 (centres undefined)
  ?	0.5%	-3.7%	-1.0%	-17.7%	-0.9
COc1cc(/C=C(\C#N)c2nc3ccccc3s2)ccc1OCC(=O)Nc1ccccc1
  -3.2%	2.3%	-2.9%	1.1%	2.3%	·
COc1ccc(OCc2cc(C(=O)N(C)C3CCOC3)no2)c(Cl)c1 (centres undefined)
  -7.5%	7.3%	-4.1%	·	33.1%	-3.4
CCOc1ccc(/C=N/NC(=O)CC(=O)NCc2ccccc2)cc1
  ·	0.6%	-11.0%	-0.5%	-12.6%	-3.9
CCNc1nc(Oc2ccc(OCC(=O)OC)nn2)nc(N2CCOCC2)n1
  -8.2%	·	25.1%	·	·	22.5
CC(C)Oc1cc(NC(=O)CS(=O)(=O)CC(=O)N(C)C)c(Cl)cc1Cl
  9.7%	-0.9%	3.3%	-0.5%	28.5%	0.4
COc1ccc(CN(C)C(=O)CSc2nnc(C3CC3)n2C2CC2)cc1
  -13.2%	-13.6%	?	·	6.4%	-20.2
Cc1ccc([N+](=O)[O-])c(OCCN2CCCCCC2)c1
  -6.5%	?	?	-14.2%	3.8%	-78.1*
CC[N+](CC)(CC)CC
  -26.8%	27.9%	-4.2%	1.8%&-10.4%	-2.3%	33.4
Cc1cc2c(cc1C)NC(CC(=O)Nc1cccc(Cl)c1)C(=O)N2 (centres undefined)
  -8.5%	·	-2.1%	·	·	-23.8
COC(=O)c1cn(CC(=O)NC2CCCCC2)c2ccccc12
  -0.6%	13.5%	-2.7%	7.7%	-3.3%	30.5
COCC(C)NC(=O)/C=C/c1ccc(OC)cc1 (centres undefined)
  -0.4%	9.1%	-2.4%	-0.3%	-6.4%	-10.2
CC(=O)Nc1ccc(OCC(O)CN2CCN(S(=O)(=O)c3ccc(NC(C)=O)cc3)CC2)cc1 (centres undefined)
  3.9%	8.2%	-2.6%	5.4%	23.1%	-21.9
CSCCC(NC(=O)c1ccc(Cl)cc1)C(=O)OCC(=O)Nc1ccc(C#N)cc1 (centres undefined)
  -2.7%	-6.9%	-1.4%	2.9%	-7.7%	-6.9
Cc1cc(NC(=O)Cn2nc(C(F)(F)F)c3c2CCC3)no1
  18.3%	-5.8%	-2.0%	7.5%	-22.3%	-25.1
COc1cc(C)c(CN2CCC(n3nccc3NC(=O)C3CCOC3)CC2)cc1C (centres undefined)
  16.8%	19.1%	2.3%	-0.5%	-6.3%	36.1
CCc1ccc(NC(=O)CN2CCCN(S(=O)(=O)c3ccc(F)cc3)CC2)cc1
  ?	3.3%	?	-3.6%	71.8%[activator]	-10.5
Cn1cccc1C(=O)C(=O)Nc1ccccc1C(F)(F)F
  19.6%	-17.9%	?	-3.6%	-8.9%	-25.0
O=C(O)c1cccc2c1C(=O)c1ccc(Cl)cc1S2(=O)=O
  -0.4%	-8.3%	2.9%	·	-8.0%	11.1

New compounds follow.
Values run as follows: Sm TGR inh	AMA1 RON2 block	AmpC inh detg	Giardia FBPA inh	AmpC inh no detg	HCMV antiviral
O=C(Cc1nnc(NC(=O)c2ccccc2)s1)N/N=C/c1cccc(O)c1
  3.6%	-1.4%	?	7.0%	26.1%	16.2
Cc1cc(NC(=O)c2cc([N+](=O)[O-])cc([N+](=O)[O-])c2C)no1
  ·	-9.6%	0.2%	-2.5%	-34.0%	-20.1
CCOC(=O)c1ccccc1NC(=O)Cn1cnc2c(cnn2-c2ccc(F)cc2)c1=O
  11.3%	6.1%	-9.7%	4.4%	-17.2%	-9.9
CCCC(=O)Nc1cc(C)c(NC(=O)c2ccncc2)cn1
  -6.6%	-17.2%	-5.9%	-1.6%	-8.3%	-4.8
C[C@H]1CCC(=O)N([C@H](CC#N)Cc2ccccc2)CC1
  3.1%	-2.9%	?	-6.0%	119.3%[activator]	?
